Dicer inh: blocks human Dicer maturation of pre-miR-21; Q9UPY3; cat-ELCCA pre-miR-21 Dicer processing, chemiluminescence; active compounds read high; z-score at 25 µM; 47,000 tested, 6% active; AID 1347074; in the data active = z-score above about 3, passing the limit was not always enough;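 also: plate controls were vehicle for no effect and no enzyme for full effect; higher signal means more uncleaved substrate so more Dicer inhibition; strong numbers were not always called active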
Target sequence (Q9UPY3 whole entry, looked up): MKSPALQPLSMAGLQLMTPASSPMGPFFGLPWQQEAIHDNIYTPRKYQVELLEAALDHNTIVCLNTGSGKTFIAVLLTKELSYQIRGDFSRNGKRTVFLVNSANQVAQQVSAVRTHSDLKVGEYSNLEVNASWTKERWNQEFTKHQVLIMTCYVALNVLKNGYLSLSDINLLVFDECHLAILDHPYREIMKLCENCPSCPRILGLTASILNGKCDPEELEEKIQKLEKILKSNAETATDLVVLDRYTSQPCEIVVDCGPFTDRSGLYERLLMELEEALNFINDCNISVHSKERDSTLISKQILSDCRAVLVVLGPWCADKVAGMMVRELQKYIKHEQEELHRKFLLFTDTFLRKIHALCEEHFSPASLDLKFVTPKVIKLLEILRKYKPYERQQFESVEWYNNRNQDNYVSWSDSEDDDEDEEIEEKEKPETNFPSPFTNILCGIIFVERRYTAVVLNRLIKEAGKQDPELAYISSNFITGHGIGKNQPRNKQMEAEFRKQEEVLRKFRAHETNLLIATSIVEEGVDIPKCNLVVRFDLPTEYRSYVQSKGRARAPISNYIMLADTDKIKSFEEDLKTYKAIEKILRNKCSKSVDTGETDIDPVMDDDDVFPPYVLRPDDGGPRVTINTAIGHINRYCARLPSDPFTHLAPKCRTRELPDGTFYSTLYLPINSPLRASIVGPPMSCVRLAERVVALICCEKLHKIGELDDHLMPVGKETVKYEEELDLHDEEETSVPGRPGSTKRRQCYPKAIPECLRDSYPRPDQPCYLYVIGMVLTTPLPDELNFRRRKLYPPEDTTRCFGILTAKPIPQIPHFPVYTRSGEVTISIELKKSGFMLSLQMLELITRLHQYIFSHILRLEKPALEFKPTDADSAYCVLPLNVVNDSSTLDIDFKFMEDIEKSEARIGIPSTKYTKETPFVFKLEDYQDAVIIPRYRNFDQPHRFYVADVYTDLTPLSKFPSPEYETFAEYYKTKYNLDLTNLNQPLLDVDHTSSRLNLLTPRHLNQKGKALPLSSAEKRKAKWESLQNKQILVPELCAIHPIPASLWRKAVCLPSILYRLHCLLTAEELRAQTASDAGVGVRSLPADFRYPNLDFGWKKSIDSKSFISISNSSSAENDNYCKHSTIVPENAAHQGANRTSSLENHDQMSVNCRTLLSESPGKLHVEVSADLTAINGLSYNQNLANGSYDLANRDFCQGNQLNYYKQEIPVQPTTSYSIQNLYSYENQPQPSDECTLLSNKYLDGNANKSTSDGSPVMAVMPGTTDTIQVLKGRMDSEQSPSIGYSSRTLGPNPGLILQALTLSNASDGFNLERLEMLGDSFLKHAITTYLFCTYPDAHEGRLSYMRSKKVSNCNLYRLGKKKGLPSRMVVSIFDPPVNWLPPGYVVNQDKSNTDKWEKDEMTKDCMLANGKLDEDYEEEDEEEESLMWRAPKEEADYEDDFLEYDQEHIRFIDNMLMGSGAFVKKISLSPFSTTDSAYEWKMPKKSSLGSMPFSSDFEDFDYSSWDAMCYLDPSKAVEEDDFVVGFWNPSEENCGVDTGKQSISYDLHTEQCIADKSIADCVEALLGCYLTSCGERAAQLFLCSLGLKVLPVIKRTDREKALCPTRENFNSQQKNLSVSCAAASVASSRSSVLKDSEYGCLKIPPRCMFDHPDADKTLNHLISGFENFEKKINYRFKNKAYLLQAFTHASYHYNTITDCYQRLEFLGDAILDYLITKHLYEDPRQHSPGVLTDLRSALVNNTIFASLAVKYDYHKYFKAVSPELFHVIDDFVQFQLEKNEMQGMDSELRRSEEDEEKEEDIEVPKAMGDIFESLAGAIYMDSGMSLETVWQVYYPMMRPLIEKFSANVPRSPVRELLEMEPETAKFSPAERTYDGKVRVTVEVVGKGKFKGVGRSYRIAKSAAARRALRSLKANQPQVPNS
Numbers without * were called inactive. Not all compounds are listed (hit frequency here may not be typical).

canonical_smiles,Dicer inh
CC(C)(C)S(=O)(=O)/C(C#N)=C/N1CCCCC1,-1.64
Cc1ccc(Oc2ncccc2NS(=O)(=O)c2ccc(-c3ccccn3)s2)c2c1CCC2,0.79
CC(C(=O)O)c1ccc2c(c1)Cc1cccnc1O2 (configuration not stated),-0.09
C=CCOc1ccc(C2c3c(oc4ccccc4c3=O)C(=O)N2c2nncs2)cc1OCC (configuration not stated),0.9
CN(C)/C=C/C(=O)c1cc(C(C)(C)C)cc(C(C)(C)C)c1O,1.39
Cn1ccnc1SCC(=O)Nc1ccc(F)c(F)c1,5.43
C(=N\NC1=NCCN1Cc1ccccc1)/c1ccc2c(c1)OCO2,0.16
CC(=O)/C(N=Nc1c(F)cccc1F)=C(\C)O,3.35*
CSc1ccccc1N1C(=O)CSC1=S,0.19
CC(=NCc1c(C)c(C)c(C)c(C)c1C)c1ccccc1O,-0.19
N#CCCN(CCc1ccccn1)C(=O)Nc1ccccc1,-0.82
CCOC(=O)Nc1cc(C(=O)OCC)c(C)nc1C,-0.09
O=C(O)CCCC(=O)Nc1ccc(Oc2ncnc3cc(Cl)ccc23)nc1,-0.04
N#Cc1nc(COc2ccc(F)cc2)oc1NCc1ccc(F)cc1,1.79
CCOC(=O)C(NC(=O)c1cccc(C)c1)(Nc1cc(C)on1)C(F)(F)F (configuration not stated),-0.9
CC1C(=O)N(C)C(=O)c2nc[nH]c21 (configuration not stated),-1.43
CCOC(=O)C12CCCC(C(=O)OCC)(CC1=O)C(=O)C2,0.14
CCOC(=O)c1c(N)oc2c(-c3ccc(C)cc3)c3c(C(=O)OCC)c(N)oc3cc12,-1.58
O=C(Cn1c(=O)oc2ccccc21)Nc1nnc(SCc2ccccc2)s1,3.04*
O[C@H]1C2C3CC4C5C3C1C5C1(OCCO1)C42 (some centres not stated),0.55
CCOc1cc(C)c(S(=O)(=O)n2ccnc2)cc1C,-0.84
CC(C)[C@H](NS(=O)(=O)c1ccc(F)cc1)C(=O)O,1.27
CN(Cc1ccccc1)S(=O)(=O)Cc1ccccc1,0.64
CCc1nn(CCCN2CCN(c3cccc(Cl)c3)CC2)c(=O)n1CCOc1ccccc1,0.43
Cc1cc(-c2ccccc2C(=O)Nc2ccccc2O)on1,-1.19
O=C1NCCCCC1N1CCS(=O)(=O)CC1 (configuration not stated),2.35
COc1ccc(C2C(C(=O)OCC3CCCO3)=C(C)NC3=C2C(=O)CC(C)(C)C3)cc1 (configuration not stated),2.45
CC(=O)N1N=C(c2ccc(Br)cc2)OC1c1ccc([N+](=O)[O-])s1 (configuration not stated),-2.54
CCCC1c2ccsc2CCN1C(=O)c1ccc(Cl)cc1 (configuration not stated),-0.86
COc1ccc(-c2nn(-c3ccccc3)cc2C2CC(c3ccco3)=NN2S(C)(=O)=O)cc1 (configuration not stated),0.22
CC(=O)NC(CC#N)[C@@H](OC(C)=O)[C@H](OC(C)=O)[C@@H](COC(C)=O)OC(C)=O (some centres not stated),-0.08
CN(C)c1nc(Oc2ccc(=O)n(-c3ccccc3)n2)nc(N2CCOCC2)n1,0.79
CCCCCOC(=O)CN1C(=O)C2C3c4ccccc4C(c4ccccc43)C2C1=O (configuration not stated),1.14
COC(=O)C1SCCN1S(=O)(=O)c1ccc(Cl)cc1 (configuration not stated),0.26
CSC(/N=C/N(C)C)=N/N=C(\C)c1ccc(Cl)c(Cl)c1,-1.45
CN1CCN(Cc2c(O)ccc3c(=O)c(-c4ccccc4Cl)c(C(F)(F)F)oc23)CC1,0.74
COC(=O)c1c(C)oc(C)c1S(=O)(=O)NC(c1ccccc1)c1ccccc1,0.61
COc1cc2nc(C(C)(C)C)oc(=O)c2cc1OC,4.12*
FC(F)(F)c1cc(-c2ccc(Cl)cc2)nc2cc(-c3ccccc3)nn12,-0.9
Cc1ccc2cc(-c3noc(C(C)(C)C)n3)c(=O)[nH]c2c1,-0.35
CCN1C(=O)c2cccc3c(NC(=O)c4ccccc4C)ccc1c23,-1.47
Cc1nn(-c2ccccc2)c2nc3ccccc3c(N3CCOCC3)c12,-1
CS/C(=C(/C#N)S(=O)(=O)c1ccc(Cl)cc1)N1CCSCC1,-4.21
O=C(Nc1ccccc1)N1CCCc2ccccc21,3.16*
Fc1ccc(C2=NN(c3ccccc3)C(c3ccco3)C2)cc1 (configuration not stated),-0.69
CNC(=O)Nc1ccc(Oc2cncc(Cl)c2)nc1,-0.52
Cc1ccc(C2C(C(=O)c3cccs3)=C(O)C(=O)N2CCCn2ccnc2)cc1 (configuration not stated),3.29*
CCCC(C(=O)c1ccccc1)n1cncn1 (configuration not stated),-0.66
COc1ccc(OCCSc2nc(C)cc(=O)[nH]2)cc1,-0.39
Cc1nc2ccccn2c1-c1csc(Nc2ccc(S(N)(=O)=O)cc2)n1,4.29*
O=C(C1=C(O)C(=O)N(Cc2cccnc2)C1c1ccc(Cl)cc1)c1cccs1 (configuration not stated),0.65
O=C(CSc1nc2cccnc2s1)NNC(=S)Nc1ccccc1F,-5.79
CCOCCOC(=O)COc1ccc2c(=O)c(Oc3cccc(C)c3)coc2c1,-1.42
NCC(=O)NC(Cc1ccccc1)C(=O)O (configuration not stated),1.35
CC(C)C(=O)NNC(=O)c1cc2sccc2s1,0.64
C/C(=N\N=C1\NC(=O)C(CC(=O)O)S1)c1ccccc1Cl (configuration not stated),0.88
O=C(CSc1nnc(-c2ccco2)c(-c2ccco2)n1)Nc1cnc2ccccc2c1,-0.92
COc1cc(N/C=C(\C#N)C(=O)NC(C)=O)c(OC)cc1Cl,-0.43
CC(CNc1ccccc1)C(=Nc1ccccc1)Nc1ccccc1 (configuration not stated),1.37
O=C(CC1(O)C(=O)N(Cc2ccccc2)c2ccccc21)c1ccc(Cl)cc1 (configuration not stated),3.05*

Some of the entries so far, with each value named.
Cc1nc2ccccn2c1-c1csc(Nc2ccc(S(N)(=O)=O)cc2)n1
  Dicer inh: 4.29*

O=C(C1=C(O)C(=O)N(Cc2cccnc2)C1c1ccc(Cl)cc1)c1cccs1 (configuration not stated)
  Dicer inh: 0.65

O=C(CSc1nc2cccnc2s1)NNC(=S)Nc1ccccc1F
  Dicer inh: -5.79

CCOCCOC(=O)COc1ccc2c(=O)c(Oc3cccc(C)c3)coc2c1
  Dicer inh: -1.42

Carrying on.
canonical_smiles,Dicer inh
Clc1ccc(-c2ccc3c4ccccc4cc-3o2)cc1,2.6
COc1ccc(-c2cc3ncc(C(=O)c4cc(F)ccc4O)cn3n2)cc1,-1.57
N/C(=N/S(=O)(=O)c1ccc(Cl)c(Cl)c1)c1ccc(Cl)cc1,4.55*
CSC1=NCCN1CC(=O)c1ccc(C)cc1,-1.83
C/C(Cc1nnn(-c2cc(C)on2)n1)=N\O,0.14
Cc1ccc(C(=O)c2sc3nc(C)cc(-c4cccs4)c3c2N)cc1,-0.51
Cc1ccc(N2CC(C)Cn3c2nc2c3c(=O)n(CC(=O)O)c(=O)n2C)cc1C (configuration not stated),0.54
COCCN1C(=O)c2oc3ccccc3c(=O)c2C1c1ccc(C(=O)OC)cc1 (configuration not stated),0.26
COC(=O)/C(=C\Nc1ccc(Sc2cc(Cl)ccc2Cl)nc1)NC(=O)c1ccccc1,0.14
CCOC(=O)c1ccc2nc(C(F)(F)F)nc(NCCCO)c2c1,-1.73
COc1ccc(Cc2nnc(SC)[nH]c2=O)cc1,-0.83
N#Cc1ccc(OS(=O)(=O)c2cc(Cl)c(Cl)cc2Cl)cc1,1.01
Cn1c(=O)c2c(nc3n(-c4ccc5c(c4)OCO5)c(-c4ccccc4)cn23)n(C)c1=O,0.25
CCOc1ccc(C2Sc3ccccc3NC3=C2C(=O)OC3)cc1 (configuration not stated),-0.38
CC(C)(C)c1ccc(Oc2cc3c(cc2[N+](=O)[O-])C(=O)NC3=O)cc1,-0.26
Oc1c(I)cc(Cl)c2cccnc12,1.56
Cc1ccc(-c2cc(=O)c3c(=O)n(-c4ccccc4)[nH]c3[nH]2)cc1,-0.59
O=C1CC(C(=O)Nc2ccc(Br)cc2)n2c(nc3ccccc32)N1 (configuration not stated),5.06*
Oc1ccccc1C1=Nn2c(nnc2-c2ccccc2)SC1,0.73
CCc1nc2ccccc2nc1N1CCN(S(=O)(=O)c2ccccc2)CC1,0.54
CCc1ccccc1-n1c(SCC(O)C(F)(F)F)nc2ccccc2c1=O (configuration not stated),-0.29
COC(=O)c1ccccc1N(Cc1c(F)cccc1Cl)S(C)(=O)=O,0.38
Nc1sc(-c2ccccc2)cc1-c1n[nH]c(=S)n1Cc1ccccc1,-8.86
COC(=O)c1cc(OC)c(OC)cc1NC(=O)Nc1ccccc1,-0.33
COc1ccc2c(c1)c(=O)oc1c(C)c(OCc3ccc(C(=O)O)o3)ccc12,-0.95
Cc1c(C#N)c2nc3ccccc3n2c(=O)/c1=C/NNC(N)=S,1.47
COc1ccc(CN2CCN(Cc3cc(Br)ccc3O)CC2)cc1OC,1.99
CC(C)(CCOC(=O)c1cc2ccccc2oc1=O)Nc1ccc(C(F)(F)F)cc1[N+](=O)[O-],0
O=C(Nc1ncc2c(n1)CC(c1ccccc1)CC2=O)c1ccco1 (configuration not stated),4.16*
COc1ccc(-c2cc(=O)c3c(O)c(OC)c(OC)cc3o2)cc1O,-1.13
O=C(N=S1CCC2(C1)OCCO2)c1cc(C(F)(F)F)cc(C(F)(F)F)c1 (configuration not stated),1.42
CN(C)CCCNc1ncnc2c1sc1nc3c(cc12)COC(C)(C)C3,0.49
Cc1nn(-c2ccccc2)c(C)c1C(=O)Oc1ccc(Cl)cc1Cl,0.09
FC(F)(F)c1cc(Nc2nc3ccccc3s2)cc(C(F)(F)F)c1,0.56
Nc1nc2ccccc2n1Cc1ccccc1,-0.02
CC(=O)Nc1ccc2c(c1)[n+](C)c(C)n2-c1ccccc1,0.47
Cc1cc(C)n(CC(O)CN2c3ccccc3Sc3ccccc32)n1 (configuration not stated),-1.02
CC(=O)Nc1c(Cl)c(Cl)c(Cl)c(Cl)c1Cl,-1.61
Cc1ccc(C(=O)Nc2ccc(Oc3ccc(NC(=O)c4ccc(C)cc4)cc3)cc2)cc1,-0.5
Cc1ccc(C)c(COc2ccc(C)nc2NC(=O)c2ccc(F)cc2)c1,3.83*

Looked up by compound from the entries so far, six records:
canonical_smiles,Dicer inh
CC(C)(CCOC(=O)c1cc2ccccc2oc1=O)Nc1ccc(C(F)(F)F)cc1[N+](=O)[O-],0
Cc1cc(C)n(CC(O)CN2c3ccccc3Sc3ccccc32)n1 (configuration not stated),-1.02
CC(=O)Nc1c(Cl)c(Cl)c(Cl)c(Cl)c1Cl,-1.61
O=C(N=S1CCC2(C1)OCCO2)c1cc(C(F)(F)F)cc(C(F)(F)F)c1 (configuration not stated),1.42
Cc1ccc(C)c(COc2ccc(C)nc2NC(=O)c2ccc(F)cc2)c1,3.83*
COc1ccc2c(c1)c(=O)oc1c(C)c(OCc3ccc(C(=O)O)o3)ccc12,-0.95

Next part
canonical_smiles,Dicer inh
COc1cc(-c2nc3ccc(OC(C)=O)cc3c(=O)o2)ccc1OC(C)=O,-2.14
CN1CCN(C(=O)C(=O)Nc2ccc3c(c2)OCO3)CC1,2.25
CC1C(c2ccccc2)O/C(=N\S(=O)(=O)c2ccc(Cl)cc2)N1C (configuration not stated),1.23
COC(=O)c1c(NC(=O)CSc2ncnc3sc(C)c(C)c23)sc2c1CCCC2,-2.26
CCc1ccc(C(=O)NNc2ccccc2CC)cc1,0.04
Cc1onc(-c2c(Cl)cccc2Cl)c1C(=O)N=S1CCC2(C1)OCCO2 (configuration not stated),-0.81
O=C1CSC(=S)N1Cc1ccccc1,-1.13
CCCCC#Cc1nc(NC)c2ncn([C@@H]3O[C@H](CO)C(O)[C@@H]3O)c2n1 (some centres not stated),0.76
CCOC(=O)c1cc(-n2c(C)ccc2C)ccc1N1CCCCC1,0.63
C=CC[n+]1ccccc1/C=C1\Sc2ccccc2N1C,0.51
CCc1nc2c(oc3ccccc32)c(=O)[nH]1,2.56
N#CCCC1CCCCCCCCCCC1=O (configuration not stated),-1.76
Cc1ccc(C(C)C)c(OCc2nc3ccccc3n2C)c1,0.86
CN(C)c1ccc(/C=N/N=C(\C(=O)c2ccccc2)c2ccccc2)cc1,1.36
COCCOc1nc2c(c(=O)n(C)c(=O)n2C)n1Cc1ccccc1,1.35
O=C(Nc1c(-c2ccccc2)nc2ccc(Cl)cn12)c1ccco1,1.28
Cc1cc(OC(CN(C)C)CN(C)C)nc2ccccc12,1.27
O=C(c1ccc([N+](=O)[O-])cc1)N(c1cccc(Cl)c1)c1nc2ccccc2s1,-0.52
COc1ccccc1C1CC(=O)C2=C(C1)NC(C)=C(C(=O)OC(C)C)C2c1cccc(OC)c1OC (configuration not stated),-1.8
COc1ccc(N2CC3CCc4ccccc4C3=N2)cc1 (configuration not stated),-0.95
CC1=C(C(=O)OC(C)C)C(c2coc3ccccc3c2=O)C2=C(CC(c3cccs3)CC2=O)N1 (configuration not stated),3.27*
CC(Sc1ccc(C(F)(F)F)cc1[N+](=O)[O-])C(=O)O (configuration not stated),0.1
S=C(Nc1cc(Cl)ccc1Cl)N1CCCCC1CCN1CCOCC1 (configuration not stated),-1.46
CC(C)(C#CC(O)(c1ccccc1)c1ccccc1)N1CCCCC1,9.45
COc1cccc(OC)c1C(=O)NC(=O)Nc1c(Br)cc(Br)cc1Br,-1.24
Cc1ccc(/C(O)=C2\C(=O)C(=O)N(CCCN3CCOCC3)C2c2ccc(C)cc2)cc1 (configuration not stated),0.47

Screens deposited in PubChem BioAssay by Center for Chemical Genomics, University of Michigan.
